Mito fusion yeast = blocks mitochondrial division or promotes mitochondrial fusion. S. cerevisiae fusion-defective mutant growth rescue, CellTiterGlo 48 h. Potency, µM (series often up to 46.1 µM), inactives show top-dose growth rescue (activation), usual class: activators. 0.23% of 320,000 active;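 further: potency means the concentration at half of the fitted maximal effect; % of control where 0% means no effect; nearly all actives have a fitted effect of over 45% in size; temperature-sensitive fusion mutants such as fzo1-1 at 37 °C on non-fermentable ethanol glycerol medium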
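Read-out: ATP-based luminescence (CellTiterGlo, 10 min ambient) reporting growth of fusion-defective ts yeast after 48 hours at 37C on glycerol/ethanol YPEG medium in the presence of compound.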
NPC1 prom act = activates the NPC1 promoter. 2.4% of 320,000 active. Huh7 NPC1 promoter luciferase reporter, 24 h. Potency, µM (series often up to 9.22 µM), for the others: at the highest dose activation, usual class: activators;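 further: potency means the concentration at half of the fitted maximal effect; % of control where 0% means no effect; nearly all actives have a fitted effect of over 60% in size; reporter is driven by a mutant NPC1 promoter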
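Luminescence read-out of NPC1 promoter-driven luciferase in stably transfected Huh7 cells; compounds delivered in DMSO and left 24 h at 37C, 5% CO2, qHTS titration format.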
FLuc modulator = firefly luciferase modulation, counter-screen for miR-21 project; P08659; purified FLuc, Km substrates, luminescence inhibition; Potency, µM (series often up to 57.5 µM), for the others: at the highest dose activity change, negative = inhibition, usual class: inhibitors; 6.9% of 360,000 active; AID 588342;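 further: potency means the concentration at half of the fitted maximal effect; plate controls were vehicle for no effect and reference inhibitor for full effect; nearly all actives have a fitted effect of over 55% in size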
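Purified P. pyralis luciferase (10nM final) with 10uM D-luciferin and 10uM ATP (Km levels) in 50mM Tris acetate pH 7.5, 10mM Mg acetate, 0.01% Tween-20, 0.05% BSA; qHTS 6-point titration, ~60 µM downward; luminescence read.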
ELG1 repair inh = blocks ELG1-dependent DNA repair in HEK293T cells; HEK293T ELG1-luciferase reporter, luminescence, 16 h; DNA damage induced by 5-fluorouridine; Potency, µM (titrated, usually from 46.1 µM), for the others: top-dose activity change, negative = inhibition, usual class: inhibitors; 2.3% of 330,000 active; AID 504467; further: potency means the concentration at half of the fitted maximal effect; on the % scale 0 is the no-effect control and ±100 the full control effect; nearly all actives have a fitted effect of over 55% in size
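HEK293T cells expressing luciferase-tagged ELG1 (2,000/well) received 5-Fluorouridine plus compound or DMSO for 16 hr at 37 °C. Luciferase was read by ONE-Glo luminescence after 30 min at room temperature.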
KCNH2 3.1 inh = blocks the human KCNH2 3.1 channel isoform | AID 720553 | activity change, % (tested at about 1.8 µM) | U2OS KCNH2 3.1, thallium flux FluxOr; stronger effect = lower value | 0.95% of 340,000 active;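 active means maximum activity change below -70%; inconclusive means maximum activity change from -70% to -50%; inactive means maximum activity change above -50%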;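 further: thallium influx rate constant from kinetic fluorescence after stimulation buffer; on the % scale 0 is the no-effect control and ±100 the full control effect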
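Measured as rate of thallium-driven FluxOr signal in transduced U2OS cells carrying the 3.1 channel, read kinetically for 2 min upon stimulation; values are rate constants scaled to DMSO control wells.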
RORgamma inh = inhibitors of mouse ROR gamma transcriptional activity. 5.4% of 310,000 active. AID 2551. Potency, µM (titrated, usually from 53.6 µM), without a hit: at the top dose activity change, negative = inhibition, actives largely listed as inhibitors. Drosophila S2 Gal4-RORgamma UAS-luciferase reporter, 20 h. P51450; further: potency means the concentration at half of the fitted maximal effect; on the % scale 0 is the no-effect control and ±100 the full control effect; nearly all actives have a fitted effect of over 60% in size
Target sequence (P51450 whole entry, looked up, the tested form may be a part): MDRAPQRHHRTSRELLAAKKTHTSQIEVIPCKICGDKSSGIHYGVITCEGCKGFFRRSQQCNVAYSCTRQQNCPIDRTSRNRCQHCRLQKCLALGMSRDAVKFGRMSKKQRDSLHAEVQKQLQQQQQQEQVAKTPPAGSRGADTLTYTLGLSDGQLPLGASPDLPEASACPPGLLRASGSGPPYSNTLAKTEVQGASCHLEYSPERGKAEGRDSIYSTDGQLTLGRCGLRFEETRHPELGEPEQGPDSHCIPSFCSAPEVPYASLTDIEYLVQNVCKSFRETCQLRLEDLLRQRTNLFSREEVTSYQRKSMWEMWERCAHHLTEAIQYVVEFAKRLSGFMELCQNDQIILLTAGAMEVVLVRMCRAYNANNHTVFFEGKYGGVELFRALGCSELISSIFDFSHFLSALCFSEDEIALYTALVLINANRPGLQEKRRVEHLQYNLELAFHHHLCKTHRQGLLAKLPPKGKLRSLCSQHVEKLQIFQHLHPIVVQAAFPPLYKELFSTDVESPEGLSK
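Drosophila S2 cells stably expressing Gal4-DBD/mouse RORγ fusion under metallothionein promoter plus UAS-luciferase; compound 1 h, then 700 uM CuSO4 induction for 20 h at ambient temperature; inhibition read as reduced luminescence.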
MBNL1 CUG block = blocks human MBNL1 binding to CUG repeat RNA; TR-FRET MBNL1-His/biotin-(CUG)12 binding, 665/545 ratio; Q9NR56; 0.036% of 280,000 active; Potency, µM (titrated, usually from 57.5 µM), without a hit: at the highest dose activity change, negative = inhibition, hits mostly inhibitors; active means well fitted inhibition curve with a large enough effect in the signal ratio, with a control signal flat, not every such curve was filed as active; inconclusive means small, poorly fitted or top-dose-only effect, or effect the other way, or a change in a side signal; inactive means no such curve, though single readings can be large or run the other way; the % refers to the signal ratio; further: potency means the concentration at half of the fitted maximal effect; on the % scale 0 is the no-effect control and ±100 the full control effect
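MBNL1-His + Biotin-(CUG)12, cpd titration 92 nM–58 uM; Tb anti-His Ab 0.055 ng/ul, SA-XL665 5 nM (final); 60 min RT; ratiometric 665/545 nm, Ex 340 nm; normalized to buffer and full-complex controls.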
Rab9 prom act = activators of Rab9 promoter; Huh7 Rab9 promoter-luciferase reporter, luminescence, 24 h; Potency, µM (top dose mostly 9.22 µM), for inactives: at the top dose activation, negative = inhibition, hits mostly activators; 2.8% of 320,000 active; AID 485297; further: potency means the concentration at half of the fitted maximal effect; % of control where 0% means no effect; nearly all actives have a fitted effect of over 60% in size
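Stable Rab9-luc Huh7, 1500 cells/well, 2 h settle; cmpd in DMSO, 24 h, 37 °C/5% CO2; luciferase reagent 10 min RT; luminescence.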
VP16 counter = counter-screen for ROR gamma inhibitors: Gal4-VP16 reporter | Drosophila S2 Gal4-VP16 UAS-luciferase, luminescence, 20 h | Potency, µM (doses to about 53.6 µM), for the others: at the top dose activity, negative = inhibition, most hits filed as inhibitors | 3.5% of 310,000 active | AID 2546;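 further: Gal4-VP16 expression switched on by copper sulfate through the metallothionein promoter; potency means the concentration at half of the fitted maximal effect; on the % scale 0 is the no-effect control and ±100 the full control effect; nearly all actives have a fitted effect of over 50% in size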
Menin-MLL TR inh = displaces Texas Red mutant MLL peptide from human menin | AID 1768 | Menin + Texas Red MLL mutant peptide, fluorescence polarization | Potency, µM (titrated, usually from 61.6 µM), for inactives: at the highest dose FP activity change, negative = inhibition, hits mostly inhibitors | O00255 | 0.23% of 270,000 active; active means well fitted inhibition curve with a large enough effect in the polarisation, with a control signal flat, not every such curve was filed as active; inconclusive means small, poorly fitted or top-dose-only effect, or effect the other way, or a change in a side signal; inactive means no such curve, though single readings can be large or run the other way; the % refers to the polarisation; further: potency means the concentration at half of the fitted maximal effect; % of control where 0% means no effect; many of its hits are not listed in these tables
Target sequence (O00255 whole entry, looked up): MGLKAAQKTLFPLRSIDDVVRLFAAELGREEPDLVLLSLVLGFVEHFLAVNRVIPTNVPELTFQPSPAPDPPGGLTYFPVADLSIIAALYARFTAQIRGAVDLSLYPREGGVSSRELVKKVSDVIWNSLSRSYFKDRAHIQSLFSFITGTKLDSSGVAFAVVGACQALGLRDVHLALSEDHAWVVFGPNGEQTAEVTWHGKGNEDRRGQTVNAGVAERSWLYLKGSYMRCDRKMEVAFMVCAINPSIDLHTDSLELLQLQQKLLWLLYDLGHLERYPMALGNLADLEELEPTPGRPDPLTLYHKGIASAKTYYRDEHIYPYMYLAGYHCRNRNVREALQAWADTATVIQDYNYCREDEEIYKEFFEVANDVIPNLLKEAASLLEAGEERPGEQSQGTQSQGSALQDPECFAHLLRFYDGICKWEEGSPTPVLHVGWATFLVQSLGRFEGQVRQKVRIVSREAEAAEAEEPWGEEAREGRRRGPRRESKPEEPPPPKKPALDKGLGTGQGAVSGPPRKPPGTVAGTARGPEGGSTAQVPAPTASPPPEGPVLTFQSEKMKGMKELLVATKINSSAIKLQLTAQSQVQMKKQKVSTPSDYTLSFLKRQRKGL
PKM2 activator = activators of human pyruvate kinase M2. purified PKM2, Kinase-Glo ATP luminescence, activation; response scale: 0% is enzyme alone, no compound. Potency, µM (titrated, usually from 57.5 µM), for the others: at the top dose activation, most hits filed as activators. 0.34% of 260,000 active. AID 1631; further: potency means the concentration at half of the fitted maximal effect; on the % scale 0 is the no-effect control and ±100 the full control effect; nearly all actives have a fitted effect of over 55% in size
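Purified hPK-M2 (>95% pure) converted ADP (0.1 mM final) to ATP with 0.5 mM PEP in 50 mM imidazole pH7.2, KCl, MgCl2, Tween 20, BSA; 1 h at room temperature. ATP detected by Kinase-Glo luminescence.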
Starred values were filed as active, the others as inactive; ? = inconclusive; . = no result given; & = joins results of further samples; [ ] = remark or other dose. Unless noted, the call rests on the fitted dose curve; in most records, active means well fitted curve in the direction sought with a large enough effect; inconclusive means small, poorly fitted or top-dose-only effect, or another doubt; inactive means no such curve, though single readings can be large; an effect the other way counts as inactive or inconclusive. Some of the compounds tested; rates above refer to the full screens.

SMILES	Mito fusion yeast	NPC1 prom act	FLuc modulator	ELG1 repair inh	KCNH2 3.1 inh	RORgamma inh	MBNL1 CUG block	Rab9 prom act	VP16 counter	Menin-MLL TR inh	PKM2 activator
O=C(CN1C(=O)c2ccccc2S1(=O)=O)NCCSC1CCCCC1	1%	2%	?	4%	2	20%	-5%	1%	-2%	0%	0%
CCCCOCP(=O)(CCCC)COCCCC	-5%	2%	0%	3%	0	7%	-4%	0%	-2%	-1%	0%
CCc1cc(OCCCSc2nc(C)cc(=O)[nH]2)ccc1Cl	3%	-4%	-1%	?	-9	?	-3%	0%	8.9µM*	-2%	7%
O=c1cc(-c2ccc(O)cc2)oc2cc(O)c([C@@H]3O[C@H](CO)[C@@H](O)[C@H](O)[C@H]3O)c(O)c12	.	.	.	12%	6	2%	.	.	3%	5%	.
COCCn1c(N)c(C(=O)OCc2ccccc2)c2nc3ccccc3nc21	4%	3%	-5%	?	5	?	?	4%	14µM*	?	?
COc1ccc(NC(=O)CC(c2ccc(F)cc2)c2ccc(OC(C)C)cc2)cc1 (centres undefined)	-3%	-3%	1%	5%	12	40%	-18%	0%	-9%	22%	-3%
O=C(CCCOc1ccc(Cl)cc1)Nc1ccc(N2CCOCC2)cc1	6%	0%	-1%	7%	-26	1%	-16%	-2%	-17%	-4%	0%
COc1cccc(NC(=O)CCN2C(=O)c3cccc([N+](=O)[O-])c3C2=O)c1	-4%	-3%	2%	5%	1	34%	?	-4%[1.84 µM]	25%	0%	.
CCS(=O)(=O)N1CCN(c2ccc([N+](=O)[O-])c(NCc3ccccc3)c2)CC1	-10%	2%	2%	9%	10	24%	?	0%	3%	26%	-3%
N#CCCn1cc(/C=N/N=C2\NC(=O)C(CC(=O)O)S2)c(-c2ccc(F)cc2)n1 (centres undefined)	0%	-4%	2%	-1%	-5	-5%	-6%	-2%	1%	.	-8%
O=S(=O)(NCc1ccco1)c1ccc(Cl)nc1	-25%	-3%	4%	-13%	-9	3%	-2%[11.5 µM]	-1%	-19%	-10%	4%
O=C(O)c1ccc(CSc2ncnc3c2cnn3Cc2ccccc2)cc1	6%	1%	-13%	4%	-5	?	-18%	-2%	-8%	.	5%
CN(C)C=NC(=O)c1cc(C(=O)c2ccc(Cl)cc2Cl)c[nH]1	16%	7%	-6%	?	-20	2%	25%	0%	-9%	4%	-10%
CCc1ccc(N2C(=O)C(Cl)=C(Nc3ccc(C(=O)N4CCCC4)cc3)C2=O)cc1	4%	-16%	-5%	-3%	9	.	.	-15%	.	.	.
O=C(Nc1cc(S(=O)(=O)N2CCOCC2)ccc1Cl)c1cc2ccccc2o1	10%	-6%	.	?	1	.	.	2%	.	.	.
CCOc1ccc(-c2n[nH]c(C)c2-c2ccccn2)c(O)c1	3%	-1%	3%	-20%	14	18µM*	-7%	-5%	-5%	1%	1%
O=C(c1cnn(-c2ccccc2)c1)c1cc(F)ccc1O	4%	?	13µM*	?	-15	1%	0%	?	18%	-20%	.
NC(=O)COc1c(-c2ccco2)oc2ccccc2c1=O	-5%	-2%	3%	9%	-1	-37%	.	1%	2%	1%	?
COc1ccccc1NC(=O)N(CCN1CCOCC1)Cc1cc2cc(C)cc(C)c2[nH]c1=O	-5%	-7%	-17%	?	-13	5%	-11%	-8%	9%	?	-1%
COc1ccc(-c2nc(C#N)c(N3CCC(C(N)=O)CC3)o2)cc1OC	-1%	-6%	7%	-2%	-17	-12%	-5%	3%	-5%	8%	3%
COc1cc(C(=O)Oc2ccccc2)ccc1OCc1c(C)noc1C	0%	1%	0%	8%	-4	-3%	4%	-1%	0%	5%	1%
COc1ccc(S(=O)(=O)N2CCC(C(=O)Nc3cccc(C(C)=O)c3)CC2)cc1	-3%	-4%	0%	?	-1	24%	-2%	0%	-8%	14%	7%
CSc1ccc(C(=O)C2CCCN(C(=O)c3ccc4c(c3)no[n+]4[O-])C2)cc1 (centres undefined)	6%	1%	4%	21%	8	-74%	8%	0%	?	.	0%
O=C(CC1SC(=NCC2CCCO2)NC1=O)Nc1cc([N+](=O)[O-])ccc1Cl (centres undefined)	-6%	0%	2%	-8%	-6	20%	?	6%	-2%	-13%	-1%
Cc1ccccc1C(OCCN(C(C)C)C(C)C)c1ccccc1 (centres undefined)	-9%	1%	1%	?	?	-20%	-12%	0%	-1%	-13%	-2%
N[C@@H](Cc1ccc(O)c(I)c1)C(=O)O	8%&-2%	-6%[46.1 µM]	5%	1%	.	-1%	22%	-15%[46.1 µM]	-10%	-2%&9%	0%
CC(C)[C@H](NC(=O)C1CCN(S(=O)(=O)c2ccc(F)cc2)CC1)C(=O)N1CCCC1	-1%	-4%	0%	7%	-2	-35%	-6%	-2%	-10%	.	.
Cc1cc(=O)oc2cc(OCC(=O)NCCCN3CCOCC3)ccc12	4%	.	12%	.	-5	-6%	-12%	.	-6%	-3%	2%
CN(Cc1ccccc1C#N)S(=O)(=O)c1cccs1	5%	-4%	2%	4%	21	10%	-3%	-5%	-14%	-3%	0%
O=C(NCc1ccco1)c1noc2c1CCCC2	-2%	17%	-10%	?	2	17%	4%	27%	3%	10%	-6%
COc1ccccc1CNC(=O)[C@@H](NC(=O)C1CCN(C(=O)[C@@H]2CCCN2)CC1)C(C)C	1%	2%	2%	-11%	-5	-1%	-5%	-4%	3%	-12%	1%
Cc1cc(Nc2c(C#N)c(N)nn2C)ccc1F	2%	-4%	0%	12%	7	1%	-5%	-2%	9%	8%	-1%
Cc1ccc(C(=O)Oc2ccc(-c3nccc(-c4ccccn4)n3)cc2)cc1	0%	?	5%	?	-20	-26%	6%	17%	4%[0.365 µM]	15%	11%
COc1ccc(C(=O)N(Cc2sccc2C)C2CCS(=O)(=O)C2)cc1 (centres undefined)	2%	0%	2%&3%	0%	-2	0%	-6%	0%	16%	.	-14%
Cc1cccc(NC(=O)CCNC(=O)c2ccccc2)c1	3%	-1%	0%	2%	12	?	0%	2%	1%	-5%	.
CC(C)(C)NC(=O)c1nn(Cc2ccccc2)c(=O)c2ccccc12	-9%	-2%	0%	-16%	15	22%	3%	0%	-17%	-2%	-2%
Cc1c(C)c2cc(Cl)c(OC(C)C(=O)NCCN3CCOCC3)cc2oc1=O (centres undefined)	-3%	0%	2%	-4%	-5	-10%	5%	0%	7%	.	.
CC(=O)N1CCc2cc(S(=O)(=O)CCC(=O)NCc3cccs3)ccc21	1%	-5%	1%	-1%	-26	5%	-5%	1%	-1%	2%	-1%
COc1ccc(Br)cc1CNC(=O)CCCc1cn(C)c2ccccc12	17%	-1%	0%	-2%	-5	?	-13%	-5%	5%	7%	0%
COc1ccc([N+](=O)[O-])cc1C(=O)C(=O)c1ccccc1	-1%	-1%	-1%	-7%	0	-1%	?	5%	7%	25%	4%
CCOCc1nnc(NC(=O)CS(=O)(=O)c2ccc(C)cc2)s1	0%	-3%	1%	10%	-6	-1%	5%	-2%	-3%	3%	.
O=C(CCCc1ccccc1)NCCC1=CCCCC1	3%	-4%	24µM*	-3%	8	2%	-1%	4%	25%[10 µM]	?	0%
CCC(C)NC(=O)c1ccc2nc(Cc3ccc(OC)cc3)oc2c1 (centres undefined)	-2%	12%	-4%&-10%	-11%	8	?	3%	10%	-3%	-7%	4%
CC(C)n1c(SCC(=O)N2CCN(C)CC2)nc2c1c(=O)n(C)c(=O)n2C	-2%	-3%	3%	22%	10	6%	3%	-1%	9%	2%	.
Cn1c(=O)[nH]c(=O)c2c1nc(Br)n2CC(O)COc1ccccc1 (centres undefined)	-2%	11%	0%	2%	-17	0%	-19%	-3%	2%	2%	-22%
O=C(/C=C/c1ccc(F)cc1)N1CCc2ccccc2C1	12%	?	11µM*	?	-5	.	.	2.5µM*	.	.	.
CCS(=O)(=O)N1Cc2ccccc2CC1C(=O)N1CCN(c2ccccc2)CC1 (centres undefined)	2%	9%	1%	6%	19	-23%	-10%	-1%	-4%	6%	-1%
N=c1oc2cc(O)ccc2cc1C(=O)Nc1ccc(F)cc1	30%	?	2.7µM*	?	-11	11µM*	7%	3.5µM*	7.1µM*	?	.
O=C(O)/C=C\C(=O)Nc1ccccc1F	0%	-4%	1%	14%	-18	-12%	-7%	0%	6%	-7%	3%

Screens deposited in PubChem BioAssay by National Center for Advancing Translational Sciences (NCATS).
